Bioassay records as filed in PubChem.
Growth percent in the NCI-60 one-dose screen (48 h, 10 µM unless noted): 100 = growth as untreated, 0 = no growth, -100 = all killed.
MCF7: MCF7 breast cancer; 6.3% of 82,000 active; AID 1794796
K-562: K-562 leukemia. 7.4% of 78,000 active. AID 1794777
HS 578T: HS 578T breast cancer; 4.1% of 78,000 active; AID 1794788
BT-549: BT-549 breast cancer; 4.4% of 78,000 active
T-47D: T-47D breast cancer; AID 1794792; 5% of 79,000 active
MDA-MB-231: MDA-MB-231 breast cancer; 5% of 81,000 active; AID 1794789
SR: SR leukemia cells. AID 1794780. 8.7% of 73,000 active
MDA-MB-468: MDA-MB-468 breast cancer; 8.5% of 78,000 active
Starred values were filed as active, the others as inactive; x = no result given; & = joins results of further samples. Rule for the calls: active = growth percent below 10; inactive = the rest.

no.	molecule	MCF7	K-562	HS 578T	BT-549	T-47D	MDA-MB-231	SR	MDA-MB-468
1	CCN(CC)CC(O)Cc1ccccc1 (configuration not stated)	87	111	112	88	104	98	107	102
2	COc1ccc(NC(=O)Cn2c(O)c(N=Nc3ccc(S(N)(=O)=O)cc3)c3ccccc32)cc1	31	41	81	16	66	-22*	84	22
3	NC1=NC(c2ccc(Cl)cc2)C2=C(N1)/C(=C/c1ccc(Cl)cc1)CCC2 (configuration not stated)	33	43	100	79	102	102	21	62
4	CC(=N/NC(=O)c1ccncc1)/C(C)=N/O	95	109	92	x	92	103	100	102
5	CCCNC(=O)c1sc2ncnc(Oc3ccc(NC(=O)Nc4cccc(OC)c4)cc3)c2c1C	85	100	83	69	69	77	70	94
6	C=CCN(CC=C)C(=O)[C@H](CC)[C@@H]1CC[C@@H](C)[C@@H]([C@H](C)[C@@H](O)[C@@H](C)C(=O)[C@H](CC)C2O[C@]3(C=CC(=O)[C@]4(CC[C@@](C)([C@H]5CC[C@](O)(CC)[C@H](C)O5)O4)O3)[C@H](C)C[C@@H]2C)O1 (some centres not stated)	8.8*	19	34	55	18	23	49	-17*
7	N#C/C(=C\N1CCc2ccccc2C1)S(=O)(=O)c1ccccc1	105	x	105	94	107	125	x	122
8	Cc1cccc(C)c1NC(=O)CN1CCCCC1C (configuration not stated)	93	103	103	111	104	105	99	93
9	O=C(NC(=S)N1CCN(c2ncnc3c2cnn3-c2ccccc2)CC1)c1ccccc1	80	91	86	96	72	97	84	99
10	CCN1C(=O)N(CC)C2C1NN=c1s/c(=C3\C(=O)N(C(C)C)c4ccccc43)c(=O)n12 (configuration not stated)	21	7.5*	37	6.0*	68	11	11	17
11	O=C1NC(=O)C(c2ccccc2)N1 (configuration not stated)	98&94	104&106	108	103&95	105&110	105&105	93&96	114&98
12	CCOC(CCC#N)c1ccc(C)cc1 (configuration not stated)	103	92	115	101	106	101	107	107
13	CCOc1ccc(-n2cc(-c3ccccc3)c3c(SCc4cc(C)ccc4C)ncnc32)cc1	89	77	99	98	111	65	84	99
14	COc1ccccc1-n1cc(C#N)c(N)c1C(=O)c1ccc(C)cc1	51	28	86	84	82	91	49	46
15	O=C(Nc1cc(Cl)cc(Cl)c1)OCCCl	91	81	96	80	85	112	90	104
16	Cc1cc2nnn3c(=O)cc(C)n3c2cc1C	105	92	103	122	97	113	94	104
17	C=C(C)[C@@H]1CC[C@]2(C(=O)OCCOCCOCC[P+](c3ccccc3)(c3ccccc3)c3ccccc3)CC[C@]3(C)[C@H](CC[C@@H]4[C@@]5(C)CC[C@H](OC(C)=O)C(C)(C)[C@@H]5CC[C@]43C)[C@@H]12	-76*	-74*	-48*	-90*	-77*	-91*	-49*	-76*
18	COc1cc(N(C)c2ccnc3ccc(C(F)(F)F)cc23)cc(OC)c1OC	92	64	x	112	81	85	61	81
19	Nc1ccc([N+](=O)[O-])cc1O	96	120	109	92	96	91	96	123
20	CCCCn1cnc2c(SCCc3ccccc3)nc(N)nc21	106	x	110	94	94	93	91	100
21	CC[C@@H](C)[C@H](NC(=O)Cn1cc(CN)nn1)C(=O)O	98	102	110	144	106	104	104	100
22	OCC1OC2C(NC(=S)N2c2ccccc2)C(O)C1O (configuration not stated)	103	108	88	106	108	100	96	95
23	CC(=O)[C@H]1CC[C@H]2[C@@H]3C[C@@H](C)[C@@]4(O)CC(=O)CC[C@]4(C)[C@H]3[C@H](O)C[C@]12C	101	94	105	105	100	98	90	112
24	O=C(C[C@]1(O)C(=O)Nc2ccc(Br)cc21)c1ccco1	94	94	102	109	104	99	98	109
25	CCCCOC(OCCCC)c1ccccc1	98	107	111	107	100	112	103	104
26	COc1ccc(C2=NNC(c3cc(OC)c(OC)c(OC)c3)C2)cc1 (configuration not stated)	77	44	122	86	59	83	73	x
27	CCCCCc1ccc(S(=O)(=O)Nc2cccc(-c3csc(NC(=O)CNCCN(C)C)n3)c2)cc1	41	9.5*	91	104	68	93	22	83
28	NC(=S)N/N=C/c1ccc(Cl)c(Cl)c1	82	85	77	99	80	126	89	100
29	C=C(C)[C@@H]1CC[C@]2(C)[C@H](CC=C3[C@@H]4C[C@](C)(C(=O)N5CCN(C)CC5)CC[C@]4(C)CC[C@]32C)[C@@]1(C)CCC#N	34	23	81	57	42	86	39	38
30	O=c1[nH]c(=S)[nH]c2c1C(c1ccc(O)cc1)c1c([nH]c(=S)[nH]c1=O)N2	81	114	98	110	106	108	113	119
31	N#CCCc1nc(N)nc(N)n1	103	103	109	113	96	111	100	97
32	CC1=NN(C(=O)c2cnc3nc[nH]n3c2=O)C(=O)C1	100	x	104	104	106	113	x	100
33	COS(=O)OCCCl (configuration not stated)	99	93	x	98	90	119	92	102
34	Cc1ccccc1N1CCN(CSc2ccccc2)CC1	93	77	104	x	101	96	100	116
35	C=CCn1c(C)nc2ccc(Nc3nc(Nc4ccc5nc(C)n(CC=C)c5c4)c4ccccc4n3)cc21	-88*	-43*	-41*	72	-91*	-79*	-57*	-93*
36	O=C1C(Sc2ccccc2)=C(Cl)CN1Cc1ccccc1	99	87	102	107	107	104	86	94
37	CCOP(=O)(NC(c1ccccc1)c1ccccc1)OCC	93	114	107	105	90	106	x	104
38	COc1ccc2nc3cc(Cl)ccc3c(Nc3ccc(C(=O)O)c(O)c3)c2c1	87	99	x	112	110	106	100	117
39	OCC(O)CNc1ncnc2cc(Cl)ccc12 (configuration not stated)	102	101	105	107	100	103	111	111
40	CC1(C)CC(=O)C2=C(C1)N(c1ccc(F)cc1F)C(N)=C(C#N)C2c1ccc(Br)s1 (configuration not stated)	96	93	102	113	93	102	90	85
41	c1csc(-c2cc3nc(N4CCOCC4)nc(-c4cccs4)n3n2)c1	103	88	107	94	85	118	68	83
42	COc1ccc(-c2cc(-c3c[nH]c4ccccc34)nc(N)c2C#N)cc1	53	23	59	79	60	40	19	39
43	O=C(CCCCC(=O)OC1CCCCC1)OC1CCCCC1	104	114	102	101	102	107	95	106
44	N#CC(C#N)C(C#N)(C#N)CC(=O)c1ccco1	82	106	106	97	95	78	106	82
45	O=C(O)C1C2CC3OC(=O)C1C3C2 (configuration not stated)	109	101	122	135	117	106	98	106
46	Cc1ccc(S(=O)(=O)/N=C2/Cc3ccccc3N2C)cc1	98	x	106	112	98	104	90	122
47	NC(=O)CCNC(=O)c1ccccc1S	95	102	102	86	85	117	102	x
48	Cc1ccc(N(C(=O)c2cc3ccccc3[nH]2)[C@H](C(=O)Nc2cccc([N+](=O)[O-])c2)c2ccc(N(C)C)cc2)cc1	88	93	91	86	80	94	87	92
49	CCOC(=O)C[n+]1ccccc1	98	117	114	114	107	97	x	100
50	O=C1C=C(Nc2ccccc2)c2ccccc2C1=O	78&13	99&55	89&95	100&84	102&77	60&69	84	77&78

Going on with the list.
no.	molecule	MCF7	K-562	HS 578T	BT-549	T-47D	MDA-MB-231	SR	MDA-MB-468
51	CCCCN(CCCC)CC(O)c1ccc(-c2ccccc2)cc1 (configuration not stated)	72	50	98	x	65	87	52	69
52	Fc1cccc(Cn2c(-c3cncs3)nc3ccccc32)c1	111	74	80	112	90	119	x	90
53	COc1ccccc1-c1cc(-c2cc3cc(Br)ccc3oc2=O)nc(N)n1	79	x	96	132	101	94	70	104
54	CC(Sc1nc2ccccc2c(=O)n1CCc1ccc(S(N)(=O)=O)cc1)C(=O)Nc1ccc(F)cc1 (configuration not stated)	93	99	93	120	91	88	100	88
55	COc1cc2c(cc1NC(=O)C(Cl)Cl)-c1ccc(NC(=O)C(Cl)Cl)cc1C2	-3.1*	21	14	69	3.1*	-18*	86	-58*
56	CC(Cl)C(=O)Oc1ccc(Cl)cc1 (configuration not stated)	106	110	103	108	90	99	106	109
57	O=C(CCn1cnc2c(cc(-c3ccccc3)n2-c2ccncc2)c1=O)Nc1ccc(Cl)cc1	109	96	103	93	124	107	95	108
58	O=c1nc2c(-c3ccccc3)n[nH]n2c2sc3c(c12)CCCC3	96	112	99	99	93	94	98	99
59	OC1CCC(c2ccccc2)CC1 (configuration not stated)	105	100	94	105	105	107	103	95
60	CCCCCCCCC[Si](F)(CCCCCCCC)CCCCCCCC	105	101	110	101	104	109	91	104
61	COc1cc2c(c(OC)c1OC)CCC(c1cccc(NC(=O)c3cccc(Cl)c3)c1)O2 (configuration not stated)	84	72	76	97	59	88	60	60
62	O=C(Cn1cc(-c2ccc3c(c2)ncn3-c2ccccc2)cn1)NCCn1cc(COCCOCCNc2cccc3c2C(=O)N(C2CCC(=O)NC2=O)C3=O)nn1 (configuration not stated)	120	101	88	105	107	91	89	97
63	Cc1ccc(NC(=O)CN2C(=O)/C(=C3\SC(=S)N(CCCCCCCCCCC(=O)O)C3=O)c3ccccc32)c(C)c1	92	102	87	98	91	104	88	93
64	Cc1cc(C)n(C(=O)c2sc(=S)n(-c3ccccc3)c2-n2nnc(C#N)c2N)n1	89	91	111	99	108	98	77	102
65	Cc1ccc(C2NC(=S)N3C(c4ccc(C)cc4)NC(=S)N23)cc1 (configuration not stated)	10	5.3*	26	x	47	59	x	x
66	O=C(CBr)OC1CCCCC1C1CCCCC1 (configuration not stated)	99	101	94	100	105	99	x	89
67	Cc1ccc(Cc2cnc(NC(=O)CN3C(=O)S/C(=C\c4cc(Cl)ccc4Cl)C3=O)s2)cc1	94	102	105	109	106	112	105	109
68	CC1=NN(c2ccc(S(=O)(=O)O)cc2)C(=O)C1N=Nc1ccc(-c2ccc(N=Nc3ccc(OS(=O)(=O)c4ccc(C)cc4)cc3)c(S(=O)(=O)O)c2)cc1 (configuration not stated)	89	94	80	68	90	97	x	87
69	CC(C)(C)C1=NN(c2ccccc2)C(=O)C1	93	105	100	94	85	102	94	122
70	CCCCNC(=S)NNc1ccc([N+](=O)[O-])cn1	104	109	110	114	121	103	100	x
71	O=c1onc(-c2cc3ccccc3nc2Cl)n1-c1ccc(Cl)cc1	77	69	91	97	69	74	63	91
72	COc1ccc(-c2nc(-c3nc4ccc(Cl)cc4[nH]3)c3ccccn23)cc1	42	56	-19*	43	65	12	40	61
73	CCOC(=O)C(C#N)(C(C)CC)C(C)CC (configuration not stated)	95	104	x	119	124	120	96	98
74	COc1cccc(/C=N/N(C)C)c1O	99	104	89	106	100	103	100	95
75	CC(=O)OC1CCC(OC(C)=O)CC1 (configuration not stated)	102	90	114	x	113	114	90	118
76	N#Cc1c(-c2ccc(F)cc2)nc(SCc2ccc([N+](=O)[O-])cc2)nc1N1CCNCC1	93	98	102	102	98	97	120	113
77	C=CCn1cc(C2C(Cl)C(=O)N2c2ccc(N3CCOCC3=O)cc2)c2ccccc21 (configuration not stated)	99	94	102	95	97	99	88	113
78	CC1C=C(CO)C(=O)O1 (configuration not stated)	99	105	104	105	107	109	109	110
79	O=c1[nH]c(CN2CCCCC2)ccc1O	92	101	93	108	99	106	103	119
80	CCOC(=O)CCC(=O)Oc1ccc2c(c1OC(=O)CCC(=O)OCC)C(=O)c1ccccc1C2=O	103	x	101	111	101	100	104	103
81	Nc1c(C(=O)Nc2cccc3cnccc23)sc2nc3c(cc12)CN(Cc1ccccc1)CC3	96	97	104	100	102	89	95	95
82	CN1CCN(c2nc(Nc3ccc(O)cc3)nc3ccccc23)CC1	45	42	89	71	82	66	87	75
83	CO[C@@]1(NC(=O)C2SC(=C(C(N)=O)C(=O)O)S2)C(=O)N2C(C(=O)O)=C(CSc3nnnn3C)CSC21 (some centres not stated)	102	98	107	120	107	95	109	107
84	COc1ccc(C2N(c3ccc([N+](=O)[O-])cc3)N=C(C(C)=O)N2[C@H]2[C@H](OC(C)=O)O[C@H](COC(C)=O)[C@@H](OC(C)=O)[C@@H]2OC(C)=O)cc1 (some centres not stated)	68	55	82	85	62	79	70	77
85	Clc1ccc(-c2nnc(COc3ccccc3Cl)o2)cc1	79	75	62	89	70	67	83	94
86	C[C@@H]1C(=O)[C@@H]2C[C@@H](O)[C@@H](O)C[C@]2(C)[C@H]2CC[C@@]3(C)C(=C12)CC[C@@H]3[C@@](C)(O)[C@H](O)CCC(C)(C)O	104	95	99	102	95	107	97	103

Ordered by molecular weight (low to high): ten of the compounds above
no.	molecule	MCF7	K-562	HS 578T	BT-549	T-47D	MDA-MB-231	SR	MDA-MB-468
78	CC1C=C(CO)C(=O)O1 (configuration not stated)	99	105	104	105	107	109	109	110
74	COc1cccc(/C=N/N(C)C)c1O	99	104	89	106	100	103	100	95
79	O=c1[nH]c(CN2CCCCC2)ccc1O	92	101	93	108	99	106	103	119
85	Clc1ccc(-c2nnc(COc3ccccc3Cl)o2)cc1	79	75	62	89	70	67	83	94
82	CN1CCN(c2nc(Nc3ccc(O)cc3)nc3ccccc23)CC1	45	42	89	71	82	66	87	75
77	C=CCn1cc(C2C(Cl)C(=O)N2c2ccc(N3CCOCC3=O)cc2)c2ccccc21 (configuration not stated)	99	94	102	95	97	99	88	113
76	N#Cc1c(-c2ccc(F)cc2)nc(SCc2ccc([N+](=O)[O-])cc2)nc1N1CCNCC1	93	98	102	102	98	97	120	113
81	Nc1c(C(=O)Nc2cccc3cnccc23)sc2nc3c(cc12)CN(Cc1ccccc1)CC3	96	97	104	100	102	89	95	95
86	C[C@@H]1C(=O)[C@@H]2C[C@@H](O)[C@@H](O)C[C@]2(C)[C@H]2CC[C@@]3(C)C(=C12)CC[C@@H]3[C@@](C)(O)[C@H](O)CCC(C)(C)O	104	95	99	102	95	107	97	103
80	CCOC(=O)CCC(=O)Oc1ccc2c(c1OC(=O)CCC(=O)OCC)C(=O)c1ccccc1C2=O	103	x	101	111	101	100	104	103
